Compound activity (PubChem BioAssay)
Rev-RRE block: HIV Rev-RRE protein-RNA interaction inhibition; Rev peptide-RRE RNA binding, FRET; inhibition, % at 8 µM; 97,000 compounds, 0.79% hits; AID 704;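 active means inhibition above the screen-wide mean plus 3 SD, cut at about 35% in these data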;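 further: 0% = median DMSO wells and 100% = median Neomycin B control wells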
Target sequence (P05866 whole entry, looked up): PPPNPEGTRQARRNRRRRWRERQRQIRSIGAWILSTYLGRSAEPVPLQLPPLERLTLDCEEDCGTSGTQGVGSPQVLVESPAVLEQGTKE
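Test system – labelled RRE RNA duplex and labelled Rev peptide · Reagent – labelled Rev peptide · Doses – one concentration, 8 µM nominal · Incubation – 5 + 15 min at 25 °C · Signal – FRET fluorescence readout · Read-out basis – % inhibition of FRET ratio versus controls · Control set – DMSO wells as 0% and neomycin B wells as 100% inhibition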
PostGolgi yeast: growth inhibition of a yeast mutant, post-Golgi transport screen; post-Golgi transport phenotypic cell assay; inhibition, % at 10 µM; 98,000 compounds, 0.9% hits; AID 739;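 further: yeast cells grown in 1536-well plates; yeast grown about 18 h at 30C before absorbance read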
S1P2 ag: agonists of human S1P2 receptor | O95136 | S1P2-expressing cell line, agonist reporter read-out | activation, % at 4.5 µM | 97,000 compounds, 0.46% hits | AID 729; in the data active means activation above about 16%;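 further: 0% = vehicle low control and 100% = maximal reference agonist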
PTPN22 act: LYP (human) phosphatase activation; AID 697; recombinant LYP, DiFMUP fluorescence; 0 = plate median, 100 = signal doubled; Q9Y2R2; activation, % at 2 µM; 96,000 compounds, 0.11% hits;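 active means activation at 2 µM above a set limit, the mean plus 5 SD, cut at about 37% in these data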
S1P2 antag: blocks the human S1P2 receptor; 97,000 compounds, 0.21% hits; AID 736; cell-based S1P2 antagonist assay, inhibition at 5 uM; inhibition, % at 5 µM; O95136; in the data active means inhibition above about 45%;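 further: CRE beta-lactamase reporter cells expressing human S1P2 stimulated with S1P; 0% = agonist at EC80 alone and 100% = agonist plus reference antagonist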
PTPN22 inh 2: LYP (human) phosphatase inhibition | inhibition, % at 2 µM | recombinant LYP catalytic domain, DiFMUP fluorescence | 96,000 compounds, 0.21% hits | Q9Y2R2;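 active means inhibition at 2 µM at or above a set limit, the screen mean plus 3 SD, cut at about 24% in these data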;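 further: 0% = DMSO with enzyme and 100% = enzyme fully blocked by orthovanadate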
FAK blocker: blocks human focal adhesion kinase activity; AID 727; biochemical FAK kinase activity assay; 97,000 compounds, 0.84% hits; inhibition, %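 (tested at 7 µM)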; Q05397; in the data active means inhibition above about 19%;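 further: 0% = DMSO and 100% = reference compound high control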
PostGolgi ctrl: inhibits growth of the yeast control strain; efflux-deficient yeast background strain, growth absorbance A615, 16 h; inhibition, % at 10 µM; 98,000 compounds, 5% hits
EphB4 antag: EphB4-ephrin-B2 interaction antagonism; 97,000 compounds, 0.15% hits; inhibition, % at 7 µM; P54760; AID 720; EphB4 LBD / TNYL-RAW-Alexa532 peptide, fluorescence polarization;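 active means inhibition above the screen-wide mean inhibition plus 3 SD, cut at about 15% in these data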;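 further: 0% = DMSO wells and 100% = excess unlabeled TNYL-RAW peptide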
Target sequence (P54760 whole entry, looked up, the tested form may be a part): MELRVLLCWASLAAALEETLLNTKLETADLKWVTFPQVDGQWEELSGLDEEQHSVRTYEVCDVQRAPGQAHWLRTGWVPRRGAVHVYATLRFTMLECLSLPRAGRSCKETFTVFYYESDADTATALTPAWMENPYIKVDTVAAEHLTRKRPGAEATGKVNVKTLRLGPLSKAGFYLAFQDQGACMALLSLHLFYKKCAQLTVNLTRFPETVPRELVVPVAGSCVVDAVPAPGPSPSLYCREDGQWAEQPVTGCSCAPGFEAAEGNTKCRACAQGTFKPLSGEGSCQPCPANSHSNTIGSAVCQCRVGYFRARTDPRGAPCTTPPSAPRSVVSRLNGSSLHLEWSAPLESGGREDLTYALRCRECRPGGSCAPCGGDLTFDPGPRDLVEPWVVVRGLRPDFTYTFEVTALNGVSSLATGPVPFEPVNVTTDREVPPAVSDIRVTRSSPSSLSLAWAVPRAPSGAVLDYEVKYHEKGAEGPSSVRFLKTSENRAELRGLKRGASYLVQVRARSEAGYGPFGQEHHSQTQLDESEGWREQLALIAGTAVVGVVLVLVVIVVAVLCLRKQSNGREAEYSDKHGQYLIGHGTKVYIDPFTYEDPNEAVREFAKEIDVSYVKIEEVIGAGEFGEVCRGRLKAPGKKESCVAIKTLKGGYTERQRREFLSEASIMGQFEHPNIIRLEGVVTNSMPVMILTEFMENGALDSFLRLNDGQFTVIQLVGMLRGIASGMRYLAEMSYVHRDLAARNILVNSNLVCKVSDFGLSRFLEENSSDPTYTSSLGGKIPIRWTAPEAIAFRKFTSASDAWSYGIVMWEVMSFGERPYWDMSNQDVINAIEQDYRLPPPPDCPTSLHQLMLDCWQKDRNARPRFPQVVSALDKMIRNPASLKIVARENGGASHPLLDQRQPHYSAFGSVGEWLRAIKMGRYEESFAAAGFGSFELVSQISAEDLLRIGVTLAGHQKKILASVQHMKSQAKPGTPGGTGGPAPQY
* hit, by the source's call; / = no result given. Unless noted, no stated cut-off is given here; in the data, active means inhibition above about 30%; inactive means the rest. Outcome played no part in choosing rows; any-hit rate near 7%.

Screens in order – Rev-RRE block | PostGolgi yeast | S1P2 ag | PTPN22 act | S1P2 antag | PTPN22 inh 2 | FAK blocker | PostGolgi ctrl | EphB4 antag
1. Cn1c(NC(=O)Cc2cccs2)cc(=O)n(C)c1=O
 : 8 | 11 | -7 | -1 | 12 | 0 | 0 | 3 | 9
2. Cc1c(NC(=O)C2CC(c3ccc(F)cc3)=NO2)c(=O)n(-c2ccccc2)n1C (stereo not drawn)
 : 2 | -20 | -5 | -9 | 19 | 6 | 1 | 1 | -1
3. Cc1[nH]n(-c2ccccc2)c(=O)c1Sc1ccc(Cl)cc1
 : -2 | -3 | -8 | -7 | 12 | 11 | -1 | 35* | -7
4. CCn1cc(C(=O)NCc2ccccn2)c(=O)c2cc(S(=O)(=O)N3CCCCC3)ccc21
 : 26 | 1 | -6 | 4 | 8 | -5 | -1 | 13 | 2
5. O=C(NCN1CCc2ccccc2C1)c1ccccc1
 : 1 | 0 | 2 | 3 | -9 | -4 | 0 | -8 | -2
6. Cc1ccc(C)c(N2CCN(S(=O)(=O)c3ccc4c(c3)CCN4C(=O)CCC(=O)O)CC2)c1
 : 4 | -7 | -1 | -8 | 5 | 8 | -13 | 3 | 1
7. COc1cccc(CNn2cnnc2)c1OCc1ccccc1F
 : 3 | 2 | -3 | -5 | -19 | 4 | -6 | -3 | -4
8. COc1ccc(-n2c(N)c(C(=O)NCc3cccnc3)sc2=S)cc1
 : 1 | -3 | -7 | -4 | 1 | 5 | -3 | 1 | 0
9. Cc1ccccc1NC(=O)OCc1cccnc1Sc1ccc(Cl)cc1
 : 19 | 1 | -3 | -2 | 31 | 4 | 2 | -2 | 5
10. O=C1C2CCC(C(O)C2)N1Cc1ccccc1 (stereo not drawn)
 : 7 | -2 | -4 | 20 | -5 | -21 | 1 | -2 | -6
11. CC1(C)OC(=O)CC1C(=O)NCc1ccccc1 (stereo not drawn)
 : 1 | 19 | -1 | 0 | -13 | 3 | -2 | 0 | -5
12. Cc1cc2c(C)nc(-c3ccccc3)nc2o1
 : 1 | -13 | -8 | 0 | 2 | 0 | 25* | 17 | 1
13. O=C(O)CCC(NC(=O)c1cncc(O)c1)C(=O)O (stereo not drawn)
 : 6 | -8 | -6 | -9 | 1 | 11 | -1 | -5 | -5
14. CCN(CC)C(=O)CCC(=O)Nc1ccc(C(=O)OC)cc1
 : 1 | -6 | -1 | -2 | 0 | 1 | -3 | 1 | -4
15. CCCS(=O)(=O)N1CCN(C(=O)COc2ccc(OC)cc2)CC1
 : 5 | -4 | -1 | -3 | -3 | 6 | -1 | 0 | -4
16. CN(C)c1ccc(C=Nc2ccccc2C(N)=O)cc1
 : -2 | -6 | -4 | -1 | 24 | -1 | -1 | 11 | -5
17. O=C(COC(=O)C12CC3CC(CC(O)(C3)C1)C2)NC(=O)NCc1ccco1
 : 5 | -1 | -3 | -7 | 16 | 8 | -1 | -3 | 3
18. Oc1oc(-c2ccco2)nc1C=Nc1ccccc1
 : 4 | 1 | -7 | -3 | 20 | 0 | 2 | 13 | 2
19. CCCOC(=O)c1c(N)sc2c1CCC2
 : 9 | -7 | -4 | 3 | -24 | -3 | 0 | -4 | -8
20. CC(=O)Nc1nc(=S)n(-c2ccccc2)[nH]1
 : 1 | 1 | -8 | 0 | 12 | -1 | -4 | 14 | -5
21. Nn1c(SCC(=O)NC2CCCCC2)nnc1-c1ccc(Cl)cc1
 : -3 | -7 | -2 | 0 | 5 | 3 | -3 | 4 | -1
22. Cc1nc(C)c(C(=O)C2=C(O)C(=O)N(CCN3CCOCC3)C2c2cccnc2)s1 (stereo not drawn)
 : 3 | 6 | -6 | -5 | -3 | 8 | -1 | -5 | -4
23. COc1cc(C(=O)NCCc2cn3ccc(C)cc3n2)cc(OC)c1OC
 : 0 | -8 | 5 | -5 | -17 | 4 | 3 | 11 | 5
24. O=C(c1cc(-c2ccc3c(c2)OCO3)on1)N1CCOCC1
 : 9 | -1 | -5 | -5 | 1 | 9 | -3 | 1 | 4
25. CCOc1cc(/C=N\NC(=O)c2ccc(NC(=O)C(C)(C)C)cc2)ccc1OC(=O)c1ccc(OC)cc1
 : 5 | -4 | -4 | -3 | -3 | 5 | -1 | -1 | 0
26. COc1cccc(NC(=O)C2C3C=CC4(O3)C2C(=O)N(C(C)C)C4C(=O)NC2CCCCC2C)c1 (stereo not drawn)
 : 6 | 3 | -2 | -4 | -2 | 3 | 0 | 5 | 0
27. COc1cc(C2C(C#N)=C(N)N(c3cccnc3)C3=C2C(=O)CCC3)ccc1O (stereo not drawn)
 : 22 | 2 | -5 | 0 | 2 | 2 | -2 | -5 | 1
28. O=C(CN1CCC(NC(=O)c2ccccc2F)CC1)NCc1ccc(F)cc1
 : 11 | 6 | -4 | -4 | -21 | 2 | -1 | 26 | 4
29. CC1(C)CC(=O)c2sc(NC(=O)c3ccco3)nc2C1
 : 2 | 4 | 5 | -3 | -1 | 0 | -1 | 6 | -4
30. CCCN(CCC)CCNS(=O)(=O)c1ccc2c(c1)oc(=O)n2C
 : 9 | -7 | -4 | 6 | 5 | -3 | -2 | 1 | 6
31. COc1ccc(C)cc1NC(=O)CN(c1ccccc1)S(C)(=O)=O
 : 5 | -11 | -7 | 7 | -6 | -10 | -2 | 3 | -2
32. CCN(Cc1nc2ccccc2c(=O)[nH]1)Cc1cc(=O)oc2cc(C)c(C)cc12
 : 4 | / | -6 | 7 | -17 | -3 | 0 | / | -1
33. COc1ccccc1NC(=O)C1=C(C)Nc2nc(CCCO)nn2C1c1ccc2c(c1)OCO2 (stereo not drawn)
 : 4 | 3 | -5 | -3 | -8 | 2 | 0 | -3 | -4
34. CN(C)c1nc(-c2ccccn2)nnc1-c1ccccc1
 : 2 | 4 | -7 | -3 | -3 | 4 | 1 | 12 | 3
35. CCSc1nc2ccccc2n1C(=O)c1ccc(S(=O)(=O)N2CCCCC2)cc1
 : -3 | -2 | -9 | 6 | 1 | -1 | -8 | 2 | -2
36. CCn1c(SCC(=O)N2CCC(C(N)=O)(N3CCCCC3)CC2)nnc1-c1ccccc1
 : 4 | / | -4 | 12 | -7 | -11 | 0 | / | 6
37. CC1CCc2nc(N)c(C#N)c(-c3ccncc3)c2C1 (stereo not drawn)
 : 4 | 5 | -8 | -2 | -3 | 1 | 3 | -6 | 1
38. c1ccc(Cc2nnc3sc(-c4ccccn4)nn23)cc1
 : 5 | 4 | -7 | -12 | -7 | 13 | -2 | -1 | 1
39. COC(=O)c1ccccc1NC1=C/C(=N\S(=O)(=O)c2cccs2)c2ccccc2C1=O
 : 3 | -4 | -4 | -1 | 21 | 2 | 14 | 19 | -1
40. CC(C)OC(=O)CSc1nnc2n1C(C)(C)Cc1ccccc1-2
 : 4 | -10 | -1 | 4 | -1 | -5 | 1 | -4 | -6
41. CCCn1nc(NC(=O)C2CCCO2)c2cc3cc(C)ccc3nc21 (stereo not drawn)
 : 3 | 3 | 0 | 3 | -3 | -1 | 2 | 8 | -8
42. O=C(CSc1cccs1)Nc1ccc2ccccc2c1
 : 5 | -13 | 0 | -3 | -6 | 5 | 5 | 0 | 2
43. O=C(c1cccc(F)c1F)N1CCCC1
 : 3 | / | -1 | 2 | 9 | -5 | 1 | / | 6
44. Cc1ccc(-c2nnc3c4ccccc4c(C)nn23)cc1S(=O)(=O)N1CCN(C)CC1
 : 6 | / | -2 | -7 | 2 | 10 | 0 | / | -2
45. O=C(c1ccccc1)N1CCCOC1c1ccccc1 (stereo not drawn)
 : 2 | -4 | 0 | -2 | 19 | -1 | -3 | 16 | -4
46. Cc1cc2ccccc2n1CCNC(=O)c1cccs1
 : 13 | 1 | -6 | 3 | -1 | -4 | 6 | 8 | 0
47. Cc1ccccc1CNC(=O)c1ccc(CSCc2ccccc2)cc1
 : 11 | 23 | 1 | 13 | -7 | -10 | -8 | 4 | 2
48. O=C1C(Cc2ccccc2)NC(=S)N1c1ccccc1 (stereo not drawn)
 : 5 | 0 | -6 | 9 | 14 | -5 | 2 | 1 | -4
49. Cc1cc(N2CCOCC2)c(F)cc1C(=O)c1ccccc1
 : 3 | / | -6 | -6 | 12 | 8 | 7 | 12 | -6
50. CCc1ccccc1NC(=O)CCN1C(=O)c2ccccc2C1=O
 : 4 | -1 | -5 | 2 | 3 | -2 | 1 | 2 | 0

Three entries from above, set out differently:
nr | SMILES | Rev-RRE block | PostGolgi yeast | S1P2 ag | PTPN22 act | S1P2 antag | PTPN22 inh 2 | FAK blocker | PostGolgi ctrl | EphB4 antag
47 | Cc1ccccc1CNC(=O)c1ccc(CSCc2ccccc2)cc1 | 11 | 23 | 1 | 13 | -7 | -10 | -8 | 4 | 2
46 | Cc1cc2ccccc2n1CCNC(=O)c1cccs1 | 13 | 1 | -6 | 3 | -1 | -4 | 6 | 8 | 0
41 | CCCn1nc(NC(=O)C2CCCO2)c2cc3cc(C)ccc3nc21 (stereo not drawn) | 3 | 3 | 0 | 3 | -3 | -1 | 2 | 8 | -8

Next part.
Screens in order – Rev-RRE block | PostGolgi yeast | S1P2 ag | PTPN22 act | S1P2 antag | PTPN22 inh 2 | FAK blocker | PostGolgi ctrl | EphB4 antag
51. Cc1ccc2[nH]c3c(c2c1)CCc1cn[nH]c1-3
 : 11 | -3 | -5 | -6 | -8 | 5 | 15 | 63* | 3
52. COC(=O)C(C)Sc1nnc(Cc2cc(=O)[nH]c(=O)[nH]2)n1-c1ccc(Cl)cc1 (stereo not drawn)
 : 9 | -3 | 0 | -1 | -25 | -2 | -3 | -6 | -8
53. CCOc1ccc(C(Nc2ccc(C)cc2)P2(=O)OCCCO2)cc1 (stereo not drawn)
 : 0 | 3 | -4 | 5 | -3 | -4 | 0 | 12 | 1
54. Cc1nn(CCc2n[nH]c(=S)n2-c2ccc(F)cc2)c(C)c1[N+](=O)[O-]
 : 0 | 6 | -3 | 2 | -14 | -7 | -2 | 0 | -7
55. C=CCn1c(SCc2c(C(=O)OC)sc(N)c2C(=O)OC)nnc1-c1ccc(Cl)cc1
 : 9 | 12 | -5 | 0 | -2 | 3 | 1 | 11 | 4
56. COc1cc(CN2CCN(c3ccc(C)cc3)CC2)cc([N+](=O)[O-])c1O
 : -2 | 92* | -1 | 2 | 2 | 2 | -5 | 9 | -6
57. Clc1ccc(-c2nnc(-c3ccccc3)nc2N2CCSCC2)cc1
 : 3 | 5 | -4 | -2 | -3 | 1 | -5 | 51* | 3
58. CCCOc1ccc(Cc2nc(N)nc(N)n2)cc1
 : 10 | -2 | -3 | -1 | 12 | 0 | -1 | -5 | 1
59. CN(C)S(=O)(=O)c1ccc2nc(NC(=O)c3cccnc3)sc2c1
 : 6 | -16 | -4 | -8 | -1 | 9 | 0 | 6 | -6
60. O=C(Nc1ccccc1N1CCOCC1)c1ccc2ccccc2n1
 : 7 | 6 | -11 | -7 | -6 | 10 | 0 | 21 | 5
61. COCC(=O)Nc1ccc(C(C)C)cc1
 : 2 | 15 | -6 | -1 | 3 | 2 | 0 | -4 | 0
62. COCCn1c(C)cc(C2=NNC(=Nc3ccccc3)SC2)c1C
 : -6 | 1 | -12 | -3 | 6 | 7 | 9 | 13 | 2
63. CC(C)Sc1nnc([C@H](C)NC(=O)OC(C)(C)C)o1
 : -2 | -2 | -9 | -9 | -4 | 7 | 2 | 29 | 0
64. CN(CC(=O)NCCN1CCN(Cc2ccccc2)CC1)S(=O)(=O)c1cccc2nsnc12
 : 2 | -3 | -4 | 12 | 23 | -12 | 0 | 4 | -2
65. Cc1nnc2c3ccccc3c(-c3ccccc3)nn12
 : -3 | / | 0 | -17 | -1 | 13 | -8 | / | 1
66. COc1cc2c(cc1NC(=O)CSc1ccccn1)oc1ccccc12
 : 19 | 14 | -2 | -7 | 16 | 6 | 4 | 5 | -2
67. COc1ccc(OCCCON2C(=O)c3ccccc3C2=O)cc1
 : 6 | 0 | -1 | 7 | -13 | -12 | 3 | 16 | 0
68. CCSc1nnc(NC(=O)C(C)C)s1
 : 8 | 3 | 2 | / | 0 | / | -9 | 10 | 1
